Screens from PubChem BioAssay.
CaV13 ICDI inh = Disruptors of the CACNA1D IQ motif to Ca2+-dependent inactivation inhibitor domain association, primary screening, Förster resonance energy transfer in intact living …; HEK cells, CFP/YFP FRET ICDI-IQ, plate reader, 10 min; percent FRET-ratio fall versus neutral wells; inhibition, % at 12.3 µM; 0.098% of 340,000 active;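 active means mean replicate inhibition of at least 30% and at least 1% of replicates passing that level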;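 further: 0% = median of the neutral control wells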
MC4R ag barr = activates human MC4R beta-arrestin recruitment | P32245 | U2OS MC4R beta-arrestin complementation, luminescence; percent of melanotan II response, DMSO zero | activation, % at 8.9 µM | 0.98% of 360,000 active | AID 540308;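 active means activation above a per-plate cutoff, the mean activation of sample wells on that plate plus 3 SD, cut at about 8% in these data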
PDI turbidity = PDI (human) enzyme inhibition. PDI insulin aggregation turbidity, A650, 90 min. inhibition, % at 10 µM. 0.052% of 350,000 active;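 active means mean inhibition across replicates of 30% or more, whatever share of single replicates reach that level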;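 further: absorbance from insulin aggregation driven by PDI reduction with DTT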
ABCB6 inh MLPCN = blocks the human ABCB6 transporter | 0.19% of 360,000 active | Q9NP58 | K562-ABCB6 porphyrin accumulation, flow cytometry, 1 h; hits give low values | fluorescence ratio to DMSO, % at 10 µM;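 active means fluorescence ratio to DMSO below 75%, the collection mean minus 3 SD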;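 further: signal is porphyrin accumulated inside mitochondria; 100% equals median channel fluorescence of DMSO control wells; lower ratio means ABCB6 inhibition with less porphyrin fluorescence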
Target sequence (Q9NP58 whole entry, looked up): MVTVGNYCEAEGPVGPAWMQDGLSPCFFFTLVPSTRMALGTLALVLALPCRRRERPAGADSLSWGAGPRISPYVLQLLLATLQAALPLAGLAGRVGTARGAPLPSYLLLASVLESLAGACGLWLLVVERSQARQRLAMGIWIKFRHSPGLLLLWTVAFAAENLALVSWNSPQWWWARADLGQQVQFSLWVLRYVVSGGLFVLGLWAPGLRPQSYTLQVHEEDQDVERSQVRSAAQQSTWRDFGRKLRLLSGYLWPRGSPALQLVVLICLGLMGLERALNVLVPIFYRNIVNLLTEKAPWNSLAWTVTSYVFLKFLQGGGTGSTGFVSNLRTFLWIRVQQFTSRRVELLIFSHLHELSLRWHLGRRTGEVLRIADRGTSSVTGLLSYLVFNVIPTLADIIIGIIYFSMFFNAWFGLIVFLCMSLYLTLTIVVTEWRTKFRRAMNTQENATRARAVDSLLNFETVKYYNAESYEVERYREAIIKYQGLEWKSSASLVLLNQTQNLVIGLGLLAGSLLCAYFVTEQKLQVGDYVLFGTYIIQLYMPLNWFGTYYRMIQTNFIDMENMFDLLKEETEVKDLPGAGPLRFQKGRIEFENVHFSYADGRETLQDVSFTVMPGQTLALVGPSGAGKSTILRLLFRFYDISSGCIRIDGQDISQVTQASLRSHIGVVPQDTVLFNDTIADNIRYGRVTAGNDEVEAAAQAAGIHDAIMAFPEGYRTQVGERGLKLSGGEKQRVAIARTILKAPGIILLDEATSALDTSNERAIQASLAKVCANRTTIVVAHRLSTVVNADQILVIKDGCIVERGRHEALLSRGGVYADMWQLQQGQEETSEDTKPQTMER
N-glyco inh = blocks N-linked glycosylation in D54 reporter cells. D54 ERlucT glycosylation luciferase reporter, 24 h; percent of 100 nM tunicamycin response. reporter increase, % at 12.5 µM. 0.23% of 360,000 active;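 active means mean luciferase reporter signal, scaled so untreated is 0 and the glycosylation-blocking control 100, at or above a set limit in every replicate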;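 further: luciferase carries N-glycosylation sites so blocking glycosylation raises the light; 0% = median of neutral control wells and 100% = median of 100 nM tunicamycin wells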
aDG glyco act = increases alpha dystroglycan glycosylation; Pro5-aDG cells, alpha-DG glycosylation AlphaScreen (IIH6); 0% Pro5, 100% B10-LARGE cell signal; activation, % at 10 µM; 0.22% of 360,000 active; AID 624168;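 active means activation of at least 8% versus controls, or a plate z-score of at least 8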;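 further: Pro5 are CHO cells carrying HIG-tagged alpha-DG that lacks glycosylation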
Cardio protect = modulators protecting cardiomyocytes from myocardial damage; H9c2 cardiomyocytes, H2O2 injury protection, ATPLite, 2 h; AID 588492; protection from H2O2 cell death, % at 20 µM; 0.63% of 360,000 active;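 active means compounds giving at least 50% protection of heart cells from peroxide-induced death in the single-dose screen, raw or plate-pattern-corrected value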;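 further: 0% = DMSO wells with peroxide and 100% = DMSO wells without peroxide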
Vif imaging = blocks HIV Vif function; HEK293T cells, Vif self-association by quenched fluorescence, imaging, 24 h; inhibition, % at 7.49 µM; 0.35% of 340,000 active; AID 602346; in the data active means inhibition above about 50%, passing the limit was not always enough; further: some results filed as inactive read as strong as hits
HTR2A ag = agonists of mouse serotonin 5-HT2A receptor (HTR2A) | CHO-K1 mHTR2A beta-arrestin complementation, luminescence; percent of 30 µM serotonin response | activation, % at 7.6 µM | P35363 | 0.66% of 360,000 active;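 active means activation above a run cutoff, the mean activation of all tested compounds plus 3 SD, cut at about 14% in these data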;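 further: 0% = plate median of compound wells and 100% = 30 µM serotonin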
MC4R antagonist = blocks human MC4R cAMP signaling. P32245. MC4R-expressing cells, MTII-stimulated cAMP, LANCE TR-FRET. inhibition, % at 6.5 µM. 0.48% of 360,000 active;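 active means inhibition above its plate's cutoff, the mean of tested wells on that plate plus 3 SD, cut at about 29% in these data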;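 further: 0% = Melanotan II alone and 100% = Melanotan II plus saturating MCL0020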
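System: U2OS cells stably expressing human melanocortin 4 receptor (MC4R). Reagent: Melanotan II challenge after compound preincubation. Doses: 6.5 µM. Times: 30-min compound, 1-h challenge, 1-h detection, room temperature. Measured by: TR-FRET with Eu-cAMP and labeled anti-cAMP, 671 nm. Replicates: singlicate.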
* hit, by the source's call; . = not tested or not shown. Hits appear at their usual frequency; overall some 3.6% were active at least once.

SMILES | CaV13 ICDI inh | MC4R ag barr | PDI turbidity | ABCB6 inh MLPCN | N-glyco inh | aDG glyco act | Cardio protect | Vif imaging | HTR2A ag | MC4R antagonist
CCC(=O)Nc1ccc(/C(C)=N/NC(=O)c2c(-c3ccccc3Cl)noc2C)cc1 | -3 | -0.7 | 5 | 98 | 0 | -0.3 | 25 | 6 | -2 | 7
Cc1ccc(NC(=O)C2CCN(S(=O)(=O)c3c(C)noc3/C=C/N(C)C)CC2)cc1 | -4 | -1.2 | -7 | 100 | -3 | 0.0 | 1 | 2 | -5 | 3
CC(=O)CCc1oc2ccc(NC(C)=O)cc2c1-c1ccc(C)o1 | . | -2.8 | 3 | 111 | 4 | 0.4 | -25 | -2 | -2 | 10
N[C@@H](Cc1ccccc1)c1nnc(SC/C=C/c2ccccc2)o1 | -2 | 1.8 | -6 | 96 | -2 | 0.1 | 1 | -7 | -4 | 3
CN(C)CCN(C(=O)C1CCN(S(=O)(=O)c2cccs2)CC1)c1nc2c(F)cccc2s1 | -6 | 2.3 | 12 | 103 | 1 | 0.0 | 20 | 1 | -5 | -6
COCc1cc(C)nc(OCC(=O)N/N=C/c2ccc(OC)c(OC)c2)c1C#N | -18 | -1.9 | 1 | 96 | -1 | -0.2 | 14 | 0 | 12 | 0
COc1cc(-c2c(C#N)c(N)nc3[nH]c(=S)[nH]c(=O)c23)ccc1O | -4 | 0.4 | 3 | 100 | 1 | 0.1 | 5 | -10 | 6 | 8
CCOc1ccc(S(=O)(=O)Nc2nc3ccccc3nc2-n2ccc(=NC(=O)c3ccccc3C)cc2)cc1 | -12 | -1.4 | 0 | 178 | -1 | 0.0 | 5 | -2 | 3 | 5
Cc1ccc(S(=O)(=O)N(Cc2ccccc2)c2ccccc2C(=O)Nc2ccccc2C(=O)NCc2ccco2)cc1 | -4 | -2.3 | 0 | 99 | -6 | 0.3 | -11 | 4 | -3 | 11
CCOc1ccc(CCNS(=O)(=O)c2ccc3c(c2)N(C(C)=O)CCO3)cc1OCC | -4 | -2.8 | 7 | 93 | -2 | -0.1 | -1 | 5 | 3 | 3
CSc1sc(C)cc1C=O | 7 | -1.2 | -3 | 101 | 2 | 0.2 | 8 | 12 | -4 | 2
O=C(NC(=S)Nc1ccccc1)c1csnn1 | -7 | -3.1 | 0 | 203 | 2 | 0.0 | 2 | -4 | 2 | 4
CCNC(=O)C12CCC(C)(c3nc4cc(C)c(C)cc4nc31)C2(C)C (stereo not drawn) | -7 | -2.0 | 1 | 99 | 1 | -0.4 | 0 | -10 | 3 | 25
Cn1nc(C(F)(F)F)c2cc(C(=O)Nc3ccc(Cl)cc3)sc21 | -1 | 2.0 | -6 | 95 | -1 | 1.1 | -30 | -2 | -2 | 18
CCOc1ccc(Br)cc1CN(CC)CC | -21 | 0.5 | -3 | 99 | 1 | -0.1 | 4 | -4 | -2 | 21
Cc1cc(NCc2ccccn2)n2c(nc3ccccc32)c1C#N | 0 | -2.5 | 0 | 92 | -1 | -0.2 | 37 | 4 | -3 | 9
ON(CCc1ccccn1)Cc1ccccc1 | -7 | -1.7 | -3 | 100 | 0 | 0.3 | 6 | 18 | -2 | -2
CCCCN1CC2=C(C1=O)C(c1ccc(O)cc1)NC(=O)N2C (stereo not drawn) | -4 | -0.3 | 15 | 108 | 4 | -0.3 | -2 | 20 | 2 | -7
COc1ccc(C(=O)N[C@H]2CCCCNC2=O)cc1OC1CCN(C(C)C)CC1 | -15 | -2.0 | -4 | 97 | -1 | -0.1 | 2 | -1 | 4 | 8
O=C1CCC(c2ccc(-n3ccnc3)cc2)=NN1 | -4 | -0.9 | -4 | 91 | 1 | 0.4 | 7 | -6 | 2 | -6
Cc1ccccc1SCC(=O)OCC(=O)N(C)c1c(N)n(Cc2ccccc2)c(=O)[nH]c1=O | -15 | 1.3 | -5 | 101 | -1 | -0.1 | -1 | 12 | -1 | -2
COc1ccc(-n2nc(C)cc2N)cc1 | 0 | -0.4 | 3 | 93 | 2 | -0.1 | 8 | -2 | -3 | 0
Cc1ccc(Cc2c(C)nc3nc(SCC(=O)NCc4ccco4)nn3c2C)cc1 | -7 | -2.5 | 3 | 92 | 18 | 0.1 | -6 | 8 | 0 | -20
O=C(NC(Cc1ccccc1)C(=O)O)/C(=C/c1ccccc1)NC(=O)c1ccccc1 (stereo not drawn) | -4 | -2.4 | -30 | 99 | -1 | 0.1 | 7 | 4 | 1 | -9
Nc1ncnc2c1ncn2[C@@H]1O[C@H](C(=O)N[C@@H](CO)Cc2ccccc2)[C@@H](O)[C@H]1O | -5 | . | . | 99 | 0 | -0.2 | 5 | 0 | 0 | .

The last 2 compounds of the section above come first, to join the parts:
SMILES | CaV13 ICDI inh | MC4R ag barr | PDI turbidity | ABCB6 inh MLPCN | N-glyco inh | aDG glyco act | Cardio protect | Vif imaging | HTR2A ag | MC4R antagonist
O=C(NC(Cc1ccccc1)C(=O)O)/C(=C/c1ccccc1)NC(=O)c1ccccc1 (stereo not drawn) | -4 | -2.4 | -30 | 99 | -1 | 0.1 | 7 | 4 | 1 | -9
Nc1ncnc2c1ncn2[C@@H]1O[C@H](C(=O)N[C@@H](CO)Cc2ccccc2)[C@@H](O)[C@H]1O | -5 | . | . | 99 | 0 | -0.2 | 5 | 0 | 0 | .
CC1CCCCN1C(=O)c1cc(S(=O)(=O)N2CCOCC2)ccc1Cl (stereo not drawn) | -2 | -0.7 | -2 | 102 | 1 | -0.2 | 9 | . | 4 | 7
CCCCNC(=S)Nc1cccc2cnccc12 | -3 | -0.1 | -1 | 104 | 2 | 0.4 | -7 | . | 3 | 22
CC(=O)c1c(-c2ccc(C)cc2)nc2c3ccccc3ccn12 | -8 | 1.0 | 4 | 91 | 0 | -0.1 | 14 | -4 | 1 | 8
O=C(CSc1ccccc1C(=O)N1CCCCC1)NCC1CCCCC1 | . | -2.6 | 4 | 92 | -1 | 0.1 | 7 | -7 | 0 | 0
C=C(C)c1cccc(C(C)(C)NC(=O)Nc2ncccn2)c1 | -4 | -1.1 | 3 | 99 | 1 | -0.2 | 1 | -1 | -5 | 18
Cc1ccc(NC(=O)CNS(=O)(=O)c2ccc(F)cc2)cc1C | -7 | -0.3 | -3 | 93 | -1 | -0.3 | 2 | 28 | -1 | 8
COc1cc(NS(=O)(=O)c2ccc(N/C=C\C(=O)c3ccc(C)cc3)cc2)nc(OC)n1 | . | -0.5 | 1 | 98 | -2 | 0.2 | 8 | -2 | 9 | 14
CC1(CCc2ccccc2)NC(=O)N(CC(=O)N2CC(=O)Nc3ccccc32)C1=O (stereo not drawn) | -3 | -0.1 | -3 | 99 | 0 | 0.0 | 7 | 6 | -2 | 13
C=CCN(CC=C)c1ncnc2[nH]ncc12 | -9 | -1.2 | 3 | 98 | -9 | 0.5 | -2 | -10 | 1 | 1
CC(C)=CCc1c(O)c(CC=C(C)C)c2occ(-c3ccc(O)cc3)c(=O)c2c1O | . | 3.5 | . | 103 | -2 | 0.3 | -14 | 7 | -5 | 15
COc1ccc(C(C)=O)cc1CC(=O)NC1CCCCCC1 | -2 | -0.8 | -2 | 98 | -3 | -0.1 | -3 | 10 | 1 | -3
CC1=CC(=Nc2c(C)n(C)n(-c3ccccc3)c2=O)C=C(C)C1=O | -20 | 0.3 | 2 | 95 | -2 | 0.9 | -8 | -6 | 5 | 9
O=C(COC(=O)C(O)c1ccccc1)NC12CC3CC(CC(C3)C1)C2 (stereo not drawn) | . | -1.9 | 0 | 95 | -2 | 0.7 | 18 | 1 | 1 | 0
Cc1cc(NC(=O)c2ccc3nc(C)sc3c2)no1 | -7 | 1.6 | -2 | 99 | -6 | -0.1 | 1 | 2 | 7 | -7
Cc1c(C(=O)N2CCN(Cc3ccccc3)CC2)sc2ncnc(N3CCOCC3)c12 | . | -2.5 | -4 | 100 | 7 | 0.1 | 5 | 20 | -5 | 14
O=C1C[C@@H]2CCN3C(=O)CCC[C@@H]([C@H]23)[C@@H]1Cc1ccccc1 | -7 | -3.6 | 5 | 92 | 2 | 0.2 | 6 | 2 | 0 | 3
CC1=CC2(C)NC(=O)C(C)C12 (stereo not drawn) | -6 | 1.1 | -3 | 104 | 3 | 0.1 | 3 | . | 0 | 20
O=C(O)CCCN1C(=O)C(=O)/C(=C(/O)c2ccc(Cl)cc2)C1c1ccccc1 (stereo not drawn) | -15 | 0.9 | 1 | 100 | -1 | -0.2 | 3 | 4 | 0 | 20
COc1ccc(-c2ccc(-c3cc(=O)oc4c(C(C)C)ccc(C)c34)cc2)cc1 | -6 | -2.2 | -4 | 97 | -9 | -0.1 | -14 | -2 | 1 | 5
CCc1cccc(C)c1N=Cc1c(O)c2ccccc2oc1=O | -4 | -0.2 | -4 | 104 | 0 | 0.0 | 14 | -2 | 5 | -3
O=C(NCCNS(=O)(=O)c1ccccc1)c1cc(OCC(F)(F)F)ccc1OCC(F)(F)F | -5 | 2.7 | -14 | 96 | -1 | 0.3 | -6 | 4 | 0 | 3
COc1ccc(NC(=O)CN2CCCCC2)cc1S(=O)(=O)N1CCCCC1 | -6 | -2.5 | -1 | 97 | 0 | -0.2 | 1 | -6 | -8 | 4
COc1ccc(NC(=O)C2CC(=O)N/C(=N/N=C/c3ccccc3)S2)cc1 (stereo not drawn) | -16 | 0.7 | -2 | 94 | 2 | -0.1 | 1 | -2 | 1 | -2
CC(C)(C)c1ccc(NC(=O)Nc2ccc(OCC(=O)N3CCOCC3)cc2)cc1 | -5 | -4.3 | 13 | 94 | -8 | 0.0 | -18 | -4 | -10 | 1
Cc1ccccc1CCNC(=O)C1CC(O)CN1C(=O)Nc1ccccc1 (stereo not drawn) | -5 | -2.4 | -1 | 93 | 3 | 0.1 | 5 | -9 | -2 | 12
Continuation.
SMILES | CaV13 ICDI inh | MC4R ag barr | PDI turbidity | ABCB6 inh MLPCN | N-glyco inh | aDG glyco act | Cardio protect | Vif imaging | HTR2A ag | MC4R antagonist
COC(=O)c1sccc1NC(=O)c1cc(-c2cc(C)ccc2C)nc2ccccc12 | -6 | -2.8 | -1 | 95 | -5 | -0.4 | -1 | . | -2 | 6
CC(C)C(=O)NC(C)C(c1cccs1)N1CCOCC1 (stereo not drawn) | -7 | -2.9 | -3 | 103 | 1 | 0.0 | 1 | . | 3 | 9
Cc1cc(C)nc(/N=C(\N)Nc2ccc(S(=O)(=O)Nc3nccc(C)n3)cc2)n1 | 4 | -2.8 | 5 | 100 | 0 | 0.1 | -9 | . | 0 | 3
Cc1cccnc1C(NC(=O)C1CCN(Cc2ccc(Oc3ccccc3)cc2)CC1)c1ccccc1 (stereo not drawn) | . | -1.7 | 6 | 100 | -2 | 0.0 | -4 | . | -2 | 0
CCC(C)(C)NC(=O)C1CCN(c2nc(C)cc(C)n2)CC1 | -4 | 2.0 | 4 | 101 | 0 | -0.5 | 5 | 10 | -1 | -4
O=CN1CCN(C(=O)Cc2ccc([N+](=O)[O-])cc2)CC1 | -19 | -2.5 | 9 | 98 | 4 | -0.3 | 2 | 7 | -1 | 3
Cc1ccc(S(=O)(=O)N(C)C[C@H]2OCc3cn(nn3)CCCC(=O)N([C@H](C)CO)C[C@@H]2C)cc1 | -7 | -0.5 | -8 | 99 | 1 | -0.2 | 5 | . | 4 | 8
